Source: PubChem (several laboratories)
bovine MsrA act: bovine MsrA enzyme activators, primary screen, biochemical, absorbance, HTS. Methionine sulfoxide reductase A (Bos taurus). purified bovine MsrA, absorbance read-out. activation, % at 10.6 µM. 360,000 tested, 0.3% active. AID 602163, 2012; in the data active means activation above about 7.5%;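 further: 0% = vehicle and 100% = reference activator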
Tb MetRS inh: T. brucei MetRS inhibitors, primary screen, biochemical, luminescence; inhibition, % at 11.9 µM; 360,000 tested, 0.4% active; methionyl-tRNA synthetase (Trypanosoma brucei brucei); purified T. brucei MetRS, ATP depletion, Kinase-Glo luminescence;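 active means inhibition above a per-plate cutoff of the control wells' mean inhibition plus 3 SD, cut at about 5.5% in these data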;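 further: 0% = DMSO wells median and 100% = median of wells with control inhibitor compound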
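Assay system: T. brucei methionyl-tRNA synthetase, purified | Medium: HEPES buffer with MgCl2, KCl, DTT, spermine, BSA, pyrophosphatase | Compound: 11.9 µM single point | Incubation: 15 min enzyme-compound preincubation, 2 h reaction, 10 min detection, 25 °C | Measured by: Kinase-Glo luciferase luminescence reporting remaining unconsumed ATP | Measure: % inhibition normalized to control-well medians | Replication: Singlicate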
CSN inh: inhibitors of CSN-mediated cullin deneddylation, primary screen, biochemical, fluorescence polarization, uHTS. COP9 signalosome complex subunit 5 (Homo sapiens), Q92905. Purified CSN, SCF-Nedd8-OG deneddylation. inhibition, % at 12.5 µM. 360,000 tested, 0.38% active. AID 651999, 2013;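 active means pattern-corrected inhibition above about 35%, with an unprinted fluorescence ratio check between 0.5 and 1.5, limit read from the data, passing the limit was not always enough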;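 further: 0% = enzyme with substrate and 100% = substrate without enzyme; some results filed as inactive read as strong as hits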
Target sequence (Q92905 whole entry, looked up, one chain of several): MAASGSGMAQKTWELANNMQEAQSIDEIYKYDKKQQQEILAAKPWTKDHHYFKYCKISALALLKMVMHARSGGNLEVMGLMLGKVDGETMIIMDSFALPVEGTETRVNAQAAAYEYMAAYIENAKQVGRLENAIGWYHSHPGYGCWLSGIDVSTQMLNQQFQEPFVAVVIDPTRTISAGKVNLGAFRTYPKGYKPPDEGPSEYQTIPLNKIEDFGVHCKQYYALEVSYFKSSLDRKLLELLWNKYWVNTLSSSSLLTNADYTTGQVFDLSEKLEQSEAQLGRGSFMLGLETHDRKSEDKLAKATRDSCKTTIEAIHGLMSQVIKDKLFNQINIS
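Schedule: reaction 90 min, room temperature / Assay system: HEK293T-derived human Csn5 enzyme / Input: Csn5 at 0.24 nM final / Measure: inhibition of Csn5 cleavage, % / Control set: substrate-only high control, full reaction low control / Technique: fluorescence polarization of the substrate / Buffer or medium: Tris/NaCl/DTT buffer, pH 7.5 / Reagent: SCFSkp2-Nedd8OG substrate at 10 nM final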
Rin1-Abl PPI inh: inhibitors of Rin1-Abl protein binding, primary screen, biochemical, TR-FRET; inhibition, % at 7.35 µM; 360,000 tested, 0.4% active; AID 588664, 2011; in the data active means inhibition above about 5%, passing the limit was not always enough
Neddyl block: inhibitors of cullin neddylation, primary screen, biochemical, TR-FRET, uHTS, NAE and Ubc12; NEDD8-conjugating enzyme Ubc12 (Homo sapiens) + NEDD8-activating enzyme E1 regulatory …; calls only at 25 µM; 360,000 tested, 0.58% active; in the data active means inhibition above about 36%
Target sequence (P61081 whole entry, looked up): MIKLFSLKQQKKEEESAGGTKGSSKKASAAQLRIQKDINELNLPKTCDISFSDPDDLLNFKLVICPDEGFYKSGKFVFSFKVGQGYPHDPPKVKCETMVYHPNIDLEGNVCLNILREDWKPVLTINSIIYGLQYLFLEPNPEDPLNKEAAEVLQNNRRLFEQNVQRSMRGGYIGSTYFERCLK
Target sequence (Q13564 whole entry, looked up): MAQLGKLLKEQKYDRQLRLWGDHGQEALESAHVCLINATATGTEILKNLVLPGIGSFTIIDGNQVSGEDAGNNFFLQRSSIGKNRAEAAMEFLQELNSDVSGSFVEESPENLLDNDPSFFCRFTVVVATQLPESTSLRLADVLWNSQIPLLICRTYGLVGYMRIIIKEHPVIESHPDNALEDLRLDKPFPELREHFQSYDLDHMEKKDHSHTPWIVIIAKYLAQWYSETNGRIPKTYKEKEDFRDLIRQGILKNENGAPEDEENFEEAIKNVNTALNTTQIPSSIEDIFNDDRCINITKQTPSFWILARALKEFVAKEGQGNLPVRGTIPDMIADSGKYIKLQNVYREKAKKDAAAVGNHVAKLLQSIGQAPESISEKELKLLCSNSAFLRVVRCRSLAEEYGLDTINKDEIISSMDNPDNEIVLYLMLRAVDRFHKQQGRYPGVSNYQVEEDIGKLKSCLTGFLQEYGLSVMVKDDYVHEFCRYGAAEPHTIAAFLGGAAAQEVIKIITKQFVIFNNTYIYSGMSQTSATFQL
E coli Lon inh: inhibitors of E. coli Lon protease, primary screen, biochemical, fluorescence polarization; inhibition, % at 7.94 µM; purified E. coli Lon protease; AID 602123, 2011; 360,000 tested, 0.42% active; P0A9M0; in the data active means inhibition above about 13%, passing the limit was not always enough;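 further: 0% = enzyme with probe and DMSO and 100% = no enzyme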
FAS TE block: FAS thioesterase domain inhibitors, primary screen, biochemical, fluorescence intensity, uHTS; 360,000 tested, 0.67% active; AID 602261, 2012; recombinant FAS-TE, OMFH fluorogenic substrate, fluorescence endpoint; inhibition, % at 15 µM;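 active means compounds whose normalised, plate-corrected inhibition of enzyme fluorescence in the single-dose primary screen is 50% or more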;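 further: 0% = DMSO with enzyme and 100% = substrate without enzyme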
MLLE-PAM2 inh: inhibitors of PABP1 MLLE–PAM2 peptide binding, primary screen, biochemical, fluorescence polarization, FITC-PAM2, GST-MLLE; Polyadenylate-binding protein 1 (Homo sapiens), P11940; inhibition, % at 20 µM; 360,000 tested, 0.36% active; AID 588489, 2011; in the data active means inhibition above about 35%, passing the limit was not always enough;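 further: plate controls were DMSO wells with GST-MLLE for no effect and wells lacking GST-MLLE protein for full effect; some results filed as inactive read as strong as hits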
MsrA inhibitor: bovine MsrA enzyme inhibitors, primary screen, biochemical, absorbance, HTS. Methionine sulfoxide reductase A (Bos taurus). 360,000 tested, 0.75% active. inhibition, % at 15.5 µM. AID 651718, 2012. purified bovine MsrA, absorbance read-out; in the data active means inhibition above about 4.5%;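 further: 0% = vehicle wells with enzyme and 100% = reference inhibitor wells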
An asterisk follows results filed as active; i = inactive; · = no result given.

Molecule	bovine MsrA act	Tb MetRS inh	CSN inh	Rin1-Abl PPI inh	Neddyl block	E coli Lon inh	FAS TE block	MLLE-PAM2 inh	MsrA inhibitor
COc1cc(OC)cc(C(=O)Nc2cccc3ccccc23)c1	-4	-0.7	-7	-5	i	-9	3	3	-0.5
COc1ccccc1OC(=O)CN1C(=O)c2ccccc2C1=O	-4	0.4	5	1	i	-3	-3	-4	-0.5
Cc1cccc(C)c1NC(=O)C(c1ccccc1OC(F)(F)F)N1CCN(C)CC1 (centres undefined)	·	-1.5	-5	·	i	·	·	·	1.2
CN(C(=O)c1ccc2nc(N)sc2c1)c1ccccc1	-1	-0.9	4	0	i	-11	-2	2	-0.1
O=c1c2ccccc2cnn1Cc1nnc(-c2cccs2)o1	-2	-0.5	-1	-2	i	-5	-1	-20	1.4
O=C(c1ccco1)N1CCN(C2CCCC2)CC1	-3	-1.3	0	1	i	-4	-6	11	-0.1
Cn1c(=NC(=O)CCl)sc2ccccc21	-1	-0.2	2	0	i	-2	-2	11	1.0
CC(C)(C)NC(=O)c1ccc2c(c1)C1C3CCC(C3)C1C(c1ccccc1)N2 (centres undefined)	-4	0.5	-8	0	i	-2	21	11	-0.3
O=C(Nc1ccc(Br)cc1)c1cccn1-c1ncc(C(F)(F)F)cc1Cl	-4	-0.4	4	-2	i	5	42	-3	-1.4
COc1ccc(C2Nc3ccccc3C(=O)N2c2ccc(C)cc2)cc1Cn1nc(C)c([N+](=O)[O-])c1C (centres undefined)	-3	0.3	1	0	i	3	28	-13	1.9
CSc1nc(C)c(C(=O)Nc2ccccc2)c(C)c1C#N	-4	-0.5	2	1	i	3	11	-6	-0.5
CCc1c(O)nc(SCc2nc3ccccc3c(=O)[nH]2)[nH]c1=O	-2	-0.2	-3	3	i	0	-6	39*	0.2
CCc1nc2c(OCC3CCCCC3)cccn2c1N(C)C(=O)c1ccc(OC)cc1	0	0.3	3	1	i	-13	12	-8	0.0
CCCCCC(=O)Nc1ccc2ccccc2c1	-6	-1.1	4	0	i	-7	9	-8	-1.4
CC(C)Oc1ccc(S(=O)(=O)N2CCOCC2)cc1NC(=O)C(C)Oc1ccc(F)cc1 (centres undefined)	-1	-0.4	2	1	i	-9	18	12	-0.5
COC(=O)[C@@]1(Cc2ccc(F)cc2)[C@H]2c3cc(C(=O)N4CCCC4)n(Cc4cc(F)cc5c4OCOC5)c3C[C@H]2CN1C(=O)c1ccccc1	-5	-0.1	-2	·	i	-14	39	·	2.3
O=C(O)c1ccc(NC(=O)c2ccccc2NC(=O)c2ccccc2Cl)cc1	-2	2.0	2	1	i	0	-4	-8	0.3
Cc1ccc(NC(=O)C2CC2C)cc1S(=O)(=O)N1CCOCC1 (centres undefined)	-1	-0.3	3	-1	i	-7	-1	16	-0.2
Cc1ccccc1NC(=O)C1(C)Cc2ccccc2C(=O)O1 (centres undefined)	-6	-0.5	-2	-2	i	-11	-8	-3	0.5
COc1ccc(S(=O)(=O)N(C)c2ccc(C(=O)Nc3cccnc3)cc2)cc1	-2	-0.2	-1	1	i	-15	1	18	-0.3

Arranged by formula weight (rising): 7 of the compounds above
Molecule	bovine MsrA act	Tb MetRS inh	CSN inh	Rin1-Abl PPI inh	Neddyl block	E coli Lon inh	FAS TE block	MLLE-PAM2 inh	MsrA inhibitor
O=C(c1ccco1)N1CCN(C2CCCC2)CC1	-3	-1.3	0	1	i	-4	-6	11	-0.1
CSc1nc(C)c(C(=O)Nc2ccccc2)c(C)c1C#N	-4	-0.5	2	1	i	3	11	-6	-0.5
CCc1c(O)nc(SCc2nc3ccccc3c(=O)[nH]2)[nH]c1=O	-2	-0.2	-3	3	i	0	-6	39*	0.2
Cc1ccc(NC(=O)C2CC2C)cc1S(=O)(=O)N1CCOCC1 (centres undefined)	-1	-0.3	3	-1	i	-7	-1	16	-0.2
O=C(O)c1ccc(NC(=O)c2ccccc2NC(=O)c2ccccc2Cl)cc1	-2	2.0	2	1	i	0	-4	-8	0.3
COc1ccc(S(=O)(=O)N(C)c2ccc(C(=O)Nc3cccnc3)cc2)cc1	-2	-0.2	-1	1	i	-15	1	18	-0.3
COC(=O)[C@@]1(Cc2ccc(F)cc2)[C@H]2c3cc(C(=O)N4CCCC4)n(Cc4cc(F)cc5c4OCOC5)c3C[C@H]2CN1C(=O)c1ccccc1	-5	-0.1	-2	·	i	-14	39	·	2.3

(further entries)
Molecule	bovine MsrA act	Tb MetRS inh	CSN inh	Rin1-Abl PPI inh	Neddyl block	E coli Lon inh	FAS TE block	MLLE-PAM2 inh	MsrA inhibitor
Nc1ccccc1SCC(=O)Nc1cccc2ccccc12	-1	-0.1	5	-3	i	-1	0	-7	0.1
Cc1ccc(S(=O)(=O)N2CCCCC2)cc1C(=O)N1CCN(c2ccccn2)CC1	-3	-0.4	2	2	i	-1	-1	4	0.5
NS(=O)(=O)c1ccc(CCNCC#Cc2ccccc2)cc1	-1	-0.4	3	-2	i	-9	4	-11	0.1
CCOc1ccc(C(=O)Nc2ccc(S(=O)(=O)Nc3nccc(C)n3)cc2)cc1OCC	-4	-1.3	0	2	i	-3	-4	-1	-0.2
CSc1ccccc1OCc1cc(C(=O)NC(C)c2cnn(C)c2)no1 (centres undefined)	-6	-0.4	-3	2	i	-10	0	11	-0.2
Cc1c(C(=O)/C=C/c2cccs2)oc2ccc(F)cc12	-4	-0.2	3	1	i	0	10	0	1.2
CC(=O)Nc1ccc(N(C(=O)c2cnccn2)C(C(=O)NC2CCCCC2)c2ccc(F)cc2)cc1 (centres undefined)	-3	-0.6	-8	4	i	2	-7	8	-1.6
N#Cc1ccc(NC(=S)NC(=O)C2CC2)cc1	-3	-0.5	0	3	i	-6	-3	21	0.9
O=C(NC1CCCC1)c1n[nH]c2ccccc12	-2	-0.2	1	0	i	-6	-4	6	1.7
Nc1c(C(=O)NCc2ccco2)c2nc3ccccc3nc2n1CCc1ccccc1	4	-0.1	4	-2	·	-4	31	-24	1.5
COCCNC(=O)C1CCCN(C(=O)c2ccc3ccccc3n2)CC1 (centres undefined)	-1	-0.1	-5	-3	i	0	-9	-4	1.3
COc1ccc(/C(C)=N/NC(=O)c2nnn(-c3nonc3N)c2CN(C)c2ccccc2)cc1	-9	-1.0	-2	2	i	8	-2	-1	-0.7
O=C(Nc1nnc(S(=O)(=O)N2CCOCC2)s1)c1ccccc1Br	-2	-0.3	-4	1	i	-6	-4	-14	1.9
COc1ccc(N2CCN(c3nc4c(C)cccn4c(=O)c3/C=C(\C#N)C(N)=O)CC2)cc1	-13	-0.8	1	5	i	1	12	-8	2.4
O=C(COC(=O)/C=C/c1ccccc1Cl)NCc1ccco1	-4	-0.5	5	3	i	-2	-2	-11	1.7
CCOC(=O)C(=O)Nc1ccc2c(c1)OCO2	-3	0.0	-4	2	i	3	-4	-3	0.9
c1ccc2c(c1)CCCN2c1nc2ccccc2n2cnnc12	-12	-1.1	8	-11	i	-48	-7	-51	12*
COc1nn(C(C)C(=O)N2N=C(C(F)F)CC2(O)C(F)F)cc1[N+](=O)[O-] (centres undefined)	-1	-0.3	0	-3	i	0	-5	7	0.5
COc1ccc(NC(=O)Nc2ccc3c(c2)C(=O)N([C@H](C)CO)C[C@H](C)[C@@H](CN(C)Cc2ccc(Cl)c(Cl)c2)OCCCC[C@@H](C)O3)cc1	-7	-1.2	-4	0	i	0	62*	1	-2.0
C=CCN1C(=O)/C(=C/c2ccc(OCC(=O)O)cc2)S/C1=N/c1nccs1	-5	-0.8	6	-1	i	2	-3	10	3.2
COc1ccc(NC(=O)CCOc2ccccc2)cc1	-1	-0.2	1	2	i	-13	0	11	-0.1
O=C(O)CCCCCCCCCCCc1ccccc1	-2	-0.1	5	2	i	-5	3	3	-0.3
O=C(OCC(=O)N1CCCC1=O)c1cccc([N+](=O)[O-])c1	0	-0.1	5	3	i	-9	1	3	-0.8
CC(C)(C)OC(=O)N1CCCC(C(=O)Nc2ccc(C(=O)N3CCCC3)cc2)C1 (centres undefined)	-5	-0.5	-4	3	i	9	-7	-2	0.3
OCC[C@H]1C[C@H](O)[C@@H](O)[C@@]2(CCc3ccccc3O2)O1	-2	-0.1	-5	-3	i	-1	-10	2	0.1
O=C(Nn1c(SCc2ccccc2F)nc2ccsc2c1=O)c1ccccc1	-5	0.9	5	6	i	0	8	2	-0.5
CCOc1ccc(NC(=O)CN(C)S(=O)(=O)c2cccc3cccnc23)cc1	-1	-0.3	2	-2	i	-2	1	11	0.3
c1ccc(N2CCN(Cc3nnnn3C3CCCCC3)CC2)cc1	-9	-0.1	1	-4	i	-3	1	2	-0.9
CC1CN(S(=O)(=O)c2cccc(C(=O)NCC(c3cccs3)N3CCOCC3)c2)CC(C)O1 (centres undefined)	-1	-0.4	-6	2	i	-6	1	11	1.5
OCCNC(=S)Nc1ccc(Oc2ccccc2)cc1	-2	-0.9	2	0	i	5	-6	7	0.2
O=C(c1ccc2c(c1)OCCO2)C1CCN(C(=O)Nc2ccccc2F)CC1	-2	-0.2	-1	3	i	-4	-3	-11	2.6
O=C(Cc1c[nH]c2ccccc12)Nc1nnc(C2CC2)s1	-1	-0.4	-1	0	i	-10	-7	-6	-1.4
O=C(Nc1ccc2c(c1)OCO2)C1CC(c2cccc(Br)c2)=NO1 (centres undefined)	-2	0.3	-1	-1	i	4	27	-10	-0.5
O=C1Nc2ccccc2N(O)N1c1ccc(S(=O)(=O)N2CCCCCC2)cc1	-4	-0.6	-9	3	i	-5	-5	-3	-0.2
CC(=O)c1sc(Nc2ccc(Oc3ccccc3)cc2)nc1C	-3	-0.3	-4	-3	i	-2	24	-6	2.6
O=C(CSc1ccsc1[N+](=O)[O-])N1CCN(c2ccccc2)CC1	1	0.1	2	-3	i	9	19	12	1.1
c1ccc2c(c1)Cc1cc3ccccc3nc1-2	-9	-1.2	3	-3	i	-16	4	24	2.3
OCCN(Cc1ccccc1)Cc1ncccc1O	-2	-0.3	-4	1	i	0	-3	10	-0.4
COCCCn1[nH]c2c3c(ccc2c1=O)C(=O)c1ccccc1C3=O	4	-0.1	-12	-18	i	-6	-1	-12	1.5
COc1ccc2cc(-c3ccsc3)ncc2c1	-4	-0.2	1	0	i	-6	0	-8	-0.1
